Diaphorase act – activates diaphorase or chemically reduces, flagging diaphorase assay artifacts | 0.005% of 190,000 active | activation factor at 20 µM | Diaphorase/resazurin coupled assay, resorufin fluorescence, 16 min; hits give high values; 1 = vehicle wells, 0 = NADH-free wells | AID 1229;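 active = diaphorase activity raised at least twofold by the compound at 20 µM; inactive = activation factor below 2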
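Measured by – red resorufin fluorescence at 544/590 nm excitation/emission · Test system – Clostridium kluyveri diaphorase, purified enzyme · Incubation – reaction time 16 min, room temperature · Buffer or medium – 50 mM HEPES pH 7.4 with 4.542 mM MgCl2, 0.005% Tween 20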
Hsp70 act – switches on Hsp70 transcription; HeLa Hsp70 promoter luciferase reporter, luminescence; scaled: vehicle 0, proteasome-inhibitor control 100%; activation, % at 10 µM; 0.04% of 200,000 active; AID 1203;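 active = activation above the mean across all tested compounds plus 3 SD, cutoff set per campaign, cut at about 5.5% in these data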;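 note: 100% = MG132 at 30 µM as the positive control and 0% = DMSO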
RAM network inh – inhibitors of the yeast RAM network; S. cerevisiae dse1pr::URA3 reporter, 5-FOA growth OD615, 2 d; analog-sensitive cbk1-as2 kinase mutant strain; inhibition, % at 50 µM; 1.8% of 190,000 active; AID 868;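 active = inhibition above a set limit, 3 SD over mean compound inhibition, cut at about 8.4% in these data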;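 note: 0% = DMSO-only wells with no growth and 100% = 10 µM 1-NA-PP1 full growth; inhibition rescues growth on 5-FOA so higher OD means more RAM inhibition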
PMI act hi M6P – PMI (human) activation, high substrate. coupled PMI enzyme assay, resazurin fluorescence, 20 min; hits give high values; 1 = untreated enzyme, 0 = substrate-free blank. activation factor at 20 µM. 0.34% of 190,000 active;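 active = activation factor of 2 or more at 20 µM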
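Test system: human phosphomannose isomerase with PGI, G6PDH, diaphorase coupling enzymes; amount: 15 ng/mL PMI; incubation: enzyme reaction with compound 20 min at room temperature; technique: resorufin fluorescence (Ex 544/Em 590 nm) from resazurin via diaphorase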
PMI activator – phosphomannose isomerase (human) activation. 0.005% of 190,000 active. activation factor at 20 µM. purified human PMI, coupled resazurin fluorescence, 20 min; hits give high values; 1 = vehicle control, 0 substrate-free wells. P34949. AID 1214;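 active = activation factor of 2 or more at 20 µM, relative to plate controls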
L major viab – reduces viability of Leishmania major promastigotes | resazurin fluorescence viability | inhibition, % at 10 µM | 9% of 200,000 active | AID 1063;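 note: promastigotes grown with compound for 44 hours at 28 °C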
G6PDH CS – L. mesenteroides G6PDH inhibition counter-screen | 0.12% of 200,000 active | AID 1020 | Purified L. mesenteroides G6PDH, diaphorase/resazurin coupled fluorescence, 45 min | inhibition, % at 5 µM
S1P3 antag – S1P3 (human) receptor antagonism. 0.27% of 170,000 active. CHO S1P3 NFAT-BLA reporter, FRET fluorescence, antagonist mode. Q99500. inhibition, % at 4.98 µM;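 active = inhibition above the plate cutoff, the mean inhibition of test wells on that plate plus 3 SD, cut at about 28% in these data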;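 note: cells challenged with S1P at its EC80 of 0.8 µM; blue over green emission ratio from cleaved BLA substrate after 4 h stimulation; 0% = S1P-stimulated wells and 100% = unstimulated DMSO-only wells; some compounds past the cut are filed as inactive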
Diaphorase inh – inhibits diaphorase or chemically oxidizes, flagging diaphorase assay artifacts | diaphorase resazurin-to-resorufin fluorescence, NADH, 16 min; bacterial (C. kluyveri) enzyme, not human | inhibition, % at 20 µM | 0.69% of 190,000 active;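 active = primary screen inhibition at 20 µM above a set limit, cut at about 50% in these data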;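 note: plate controls were DMSO with full reaction for no effect and wells lacking NADH for full effect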
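Test system: bacterial diaphorase enzyme (C. kluyveri); Quantity: 0.14 U/mL diaphorase, enzyme working solution; Times: reaction incubation of 16 min at room temperature; Measured by: fluorescence of resorufin formed from resazurin, Ex 544/Em 590 nm; Benchmarks: positive control minus NADH, DMSO neutral control.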
DTT redox prof – compounds producing H2O2 with reducing agent – biochemical, NIH compound library profiling, artefact control for MLSCN library redox annotation, primary screen | DTT-dependent redox cycling H2O2, phenol red/HRP absorbance; 100% = 100 µM peroxide control, 0% = buffer | activation, % at 10 µM | 0.03% of 200,000 active;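 active = activation of at least 50% relative to the plate's high and low controls in the primary single-dose screen; inactive = activation below 50%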;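 note: compound incubated with DTT at 0.8 mM final as the reducing agent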
TLR4 MyD88 comp – blocks binding of human TLR4 to MyD88; AID 861; 0.18% of 200,000 active; O00206+Q99836; HeLa CL3-4 TLR4/MyD88 BLA complementation, FRET ratio; inhibition, % at 8.4 µM; in the data active = inhibition above about 25%;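 note: 0% = vehicle and 100% = reference inhibitor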
Target sequence (O00206 whole entry, looked up): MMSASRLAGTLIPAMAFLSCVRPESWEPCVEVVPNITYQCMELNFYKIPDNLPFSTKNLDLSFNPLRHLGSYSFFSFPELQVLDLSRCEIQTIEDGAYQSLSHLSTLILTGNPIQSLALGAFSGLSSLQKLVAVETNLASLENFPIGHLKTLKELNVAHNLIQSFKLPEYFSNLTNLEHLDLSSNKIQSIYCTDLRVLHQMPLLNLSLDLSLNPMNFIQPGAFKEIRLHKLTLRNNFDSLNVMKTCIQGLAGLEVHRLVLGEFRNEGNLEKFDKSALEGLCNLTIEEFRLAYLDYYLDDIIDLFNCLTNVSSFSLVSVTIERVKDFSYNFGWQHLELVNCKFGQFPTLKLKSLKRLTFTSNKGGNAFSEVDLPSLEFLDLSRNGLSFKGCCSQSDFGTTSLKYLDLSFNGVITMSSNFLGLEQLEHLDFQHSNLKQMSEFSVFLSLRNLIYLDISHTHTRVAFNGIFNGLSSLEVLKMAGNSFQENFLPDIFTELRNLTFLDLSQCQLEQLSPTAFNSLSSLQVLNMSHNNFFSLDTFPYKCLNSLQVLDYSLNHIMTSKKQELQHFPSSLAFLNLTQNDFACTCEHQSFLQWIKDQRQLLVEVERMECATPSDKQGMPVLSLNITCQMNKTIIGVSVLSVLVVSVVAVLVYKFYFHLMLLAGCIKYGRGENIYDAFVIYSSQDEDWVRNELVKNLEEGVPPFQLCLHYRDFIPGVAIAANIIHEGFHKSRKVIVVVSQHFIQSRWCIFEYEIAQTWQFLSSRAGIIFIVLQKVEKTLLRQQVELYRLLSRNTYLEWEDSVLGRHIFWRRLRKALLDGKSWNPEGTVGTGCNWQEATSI
Target sequence (Q99836 whole entry, looked up): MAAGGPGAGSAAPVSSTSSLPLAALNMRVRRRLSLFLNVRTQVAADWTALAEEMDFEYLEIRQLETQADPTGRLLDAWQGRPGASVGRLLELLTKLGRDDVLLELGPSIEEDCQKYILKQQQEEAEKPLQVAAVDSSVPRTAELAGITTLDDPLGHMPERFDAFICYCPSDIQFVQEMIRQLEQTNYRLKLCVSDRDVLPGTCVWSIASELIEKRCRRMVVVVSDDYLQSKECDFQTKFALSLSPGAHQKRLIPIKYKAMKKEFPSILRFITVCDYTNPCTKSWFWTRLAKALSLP
Starred values were filed as active, the others as inactive; nt = no result given. Cut-off read from the data, not from the text of the source, unless noted: active = inhibition above about 50%; inactive = the rest. Rows are unselected, and some 12% of all compounds hit somewhere here.

SMILES | Diaphorase act | Hsp70 act | RAM network inh | PMI act hi M6P | PMI activator | L major viab | G6PDH CS | S1P3 antag | Diaphorase inh | DTT redox prof | TLR4 MyD88 comp
Cc1ccc(-n2nnnc2SC(C)C(=O)Nc2ccc(Cl)cn2)cc1 (stereo unspecified) | 1 | 0.0 | -0.7 | 1 | 1 | -5 | 10 | 7 | -3 | -1.2 | -8
COCCN(C(=S)Nc1cccc(OC)c1)C(C)c1cccs1 (stereo unspecified) | 1 | -0.1 | 0.5 | 0.9 | 0.8 | 7 | 3 | 1 | 4 | 0.0 | 5
CCN(CC)c1ccc(C2C(C(=O)OC(C)C)C(=O)CC(C)(O)C2C(=O)OC(C)C)cc1 (stereo unspecified) | 0.9 | -0.3 | 0.0 | 1.1 | 1.1 | -3 | 15 | nt | 7 | -1.6 | -3
Cc1noc(C)c1S(=O)(=O)N1CCC(C(=O)N2CCN(c3ccc(F)cc3)CC2)CC1 | 0.9 | -0.1 | -0.8 | 1 | 1 | 4 | 0 | nt | 11 | 0.9 | -8
O=C(CSc1nnc(-c2cccs2)n1-c1ccccc1)NCC1CCCO1 (stereo unspecified) | 1 | -0.5 | 0.7 | 0.9 | 0.9 | -4 | 9 | 3 | -2 | 0.1 | 4
O=C(NCc1cccs1)c1ccc(N2CCCC2=O)cc1 | 0.9 | 0.0 | 1.1 | 0.9 | 0.9 | -3 | 1 | nt | 13 | -1.6 | 14
COc1ccc(NC(=O)Nc2ccccc2SC)cc1OC | 0.9 | 0.1 | 0.9 | 0.9 | 0.9 | -2 | 8 | -18 | 7 | 0.5 | -12
CC1(C)CC(=O)C(C(=S)Nc2ccccc2)=C(NCCN2CCOCC2)C1 | 0.9 | -0.4 | 0.4 | 1 | 1.1 | 0 | -1 | nt | 12 | 3.8 | 8
Oc1c(C(c2ccco2)N2CCN(C(c3ccccc3)c3ccccc3)CC2)sc2ncnn12 (stereo unspecified) | 0.7 | 0.2 | 0.3 | 1 | 0.7 | 36 | -1 | 10 | 26 | 0.0 | -9
C#CCOc1c(Br)cc(/C=N\NC(=O)CN2CCOCC2)cc1OCC | 1 | -0.3 | 0.3 | 1.1 | 1.1 | -1 | -2 | nt | 1 | -1.7 | 2
CN=c1scc(-c2ccc(OC)cc2)n1/N=C(\C)c1cccnc1 | 1.1 | -0.2 | 1.5 | 1.1 | 1.1 | 16 | -5 | 14 | -12 | 0.1 | -5
COc1ccc(OC)c(NC(=S)N2CCN(C/C=C/c3ccccc3)CC2)c1 | 1 | -0.1 | -1.5 | 1 | 1 | 29 | -2 | nt | -1 | -0.6 | 1
O=C(CSc1ncnc2c1oc1ccccc12)N1CCCc2ccccc21 | 0.7 | -0.1 | 0.9 | 0.9 | 0.9 | 4 | -33 | 11 | 27 | -1.3 | -15
Cc1ccc(NC(=O)c2cccc(N3C(=O)C4C5CCC(C5)C4C3=O)c2)c(C)c1 (stereo unspecified) | 0.9 | -0.2 | 3.0 | 0.9 | 0.9 | -9 | 30 | 8 | 5 | 0.3 | 7
c1ccc(SCCN2CCc3ccccc3C2)cc1 | 0.7 | -0.2 | 2.8 | 0.9 | 0.9 | 0 | -3 | 4 | 25 | 0.1 | -5
CCOC(=O)CNC(=O)CSc1nccn1Cc1ccco1 | 0.9 | -0.1 | 1.2 | 0.9 | 0.9 | -3 | 5 | -6 | 12 | 0.1 | -13
O=C(NCCOc1cccc(Cl)c1Cl)c1cc(-n2cnnc2)ccc1Cl | 0.8 | -0.2 | 0.9 | 0.9 | 0.9 | -3 | 3 | nt | 22 | -7.4 | -6
COC(=O)c1[nH]c2c(c1C)C(=O)CC(c1ccccc1)C2 (stereo unspecified) | 0.9 | 1.5 | 1.9 | 1 | 0.9 | 0 | -27 | -7 | 10 | 0.3 | -2
Cc1ccc(C)c(OCC(=O)N/N=C/c2c(C)nn(-c3ccccc3)c2Cl)c1 | 0.9 | -0.5 | 3.3 | 1 | 0.9 | 7 | 1 | nt | 10 | -0.2 | -18
COc1ccc(OCCC(=O)OCc2c(C)noc2C)cc1 | 0.9 | -0.1 | 2.7 | 0.9 | 0.9 | -1 | 8 | nt | 9 | 0.6 | 4
CCC(=O)OCc1cc2cccc(C)c2[nH]c1=O | 1 | 0.1 | 1.2 | 1.1 | 1 | 4 | 14 | 7 | 2 | -0.8 | -1
Clc1ccc2oc(-c3ccccc3)nc2c1 | 0.8 | -0.4 | 0.1 | 1 | 0.9 | -2 | 6 | nt | 18 | 0.3 | 3
CCOc1ccc(Oc2nc(NCC(C)C)nc(N(C)C)n2)nn1 | 0.9 | -0.5 | -0.9 | 1 | 0.9 | -5 | 13 | -18 | 5 | 4.5 | 1
Cc1cc(C(=O)N2CCc3ccccc32)n(-c2ccccc2)n1 | 0.8 | 0.0 | 1.3 | 0.9 | 0.9 | -3 | -19 | -3 | 19 | -0.6 | -8
O=C1NCCCC1C(=O)N1CCN(C(=O)C2CCCNC2=O)CC1 (stereo unspecified) | 1.2 | nt | nt | 1.2 | 1.2 | nt | 15 | -48 | -24 | nt | nt
Nc1ncc(-c2nnnn2-c2ccc(Cl)cc2)c(-c2ccc(Cl)cc2)n1 | 1 | -0.2 | 3.2 | 0.9 | 0.9 | 1 | -5 | nt | 4 | -4.9 | -5
COc1ccccc1CN1C2CCCC1CC(NC(=O)/C=C/c1ccccc1)C2 (stereo unspecified) | 1.1 | -0.1 | -0.6 | 1.1 | 1.2 | 47 | 11 | -7 | -15 | -0.2 | -11
FC(F)(F)c1ccc2c(c1)nc1n2CCCC1 | 1 | -0.2 | 1.7 | 1 | 1 | -6 | 0 | -58 | 4 | 1.4 | -11
N#Cc1cc(-c2ccccc2)cnc1Cl | 1 | -0.2 | 1.3 | 0.9 | 0.9 | -6 | 28 | nt | -2 | 0.8 | 15
C=CCNC(=O)C1=NOC(CNC(=O)c2c(-c3ccccc3Cl)noc2C)C1 (stereo unspecified) | 0.8 | -0.3 | 2.1 | 0.9 | 0.9 | -4 | 16 | nt | 15 | 0.9 | 0
Cc1ccc(C)c(S(=O)(=O)Nc2nc(C)c(C(=O)Nc3ccccc3)s2)c1 | 0.9 | -0.2 | 1.0 | 1 | 0.7 | 14 | 15 | 15 | 11 | -0.9 | -1
O=C(Nc1cccc(O)c1)N1CCOCC1 | 0.8 | 0.1 | 1.6 | 0.6 | 0.8 | -4 | 10 | nt | 20 | 1.3 | 3
Cc1nc2c(ccc3c([N+](=O)[O-])cccc32)c(C)c1C | 0.8 | -0.2 | 2.0 | 0.6 | 0.9 | -1 | 7 | -26 | 23 | 0.5 | 3
O=C1c2ccccc2S(=O)(=O)N1CC(O)Cn1c2ccccc2c2ccccc21 (stereo unspecified) | 0.8 | -0.3 | 4.0 | 0.9 | 0.9 | -5 | 7 | 30 | 17 | -3.4 | 7
CCOc1ccc(OCCCC(=O)O)cc1 | 1 | -0.1 | -0.7 | 1.1 | 1.1 | -4 | -2 | nt | -2 | -0.1 | 10
CCOc1ccc(NCC(=O)c2ccc(C)cc2)cc1 | 1 | -0.1 | 0.2 | 0.8 | 1.1 | 8 | 5 | 8 | 4 | -0.3 | 13
O=C(NCc1cccs1)C1CCCN(S(=O)(=O)c2cccs2)C1 (stereo unspecified) | 0.9 | -0.6 | 3.0 | 0.9 | 0.9 | 1 | 1 | 6 | 9 | -0.6 | 2
CC(=O)Nc1ccc(S(=O)(=O)NC2(C(F)(F)F)NC(=O)N(C3CCCC3)C2=O)cc1 (stereo unspecified) | 0.9 | -0.1 | 0.1 | 0.9 | 0.9 | -4 | 2 | -19 | 12 | 0.5 | 5
OC(COCC1COc2ccccc2O1)CN1CCN(c2ccccc2)CC1 (stereo unspecified) | 0.9 | -0.2 | -0.2 | 1 | 1 | 40 | 5 | nt | 8 | 1.6 | 7
CCOC(=O)C1(C(C)(C)CC)CC(CSc2nc3ccccc3[nH]2)OC1=O (stereo unspecified) | 0.9 | -0.3 | -0.6 | 1 | 1 | 6 | 5 | nt | 14 | -0.3 | 7
N#Cc1c(N)n(-c2ccc(O)cc2)c2nc3ccccc3nc12 | 0.9 | -0.5 | 2.7 | 0.9 | 1 | -9 | 6 | -3 | 10 | 0.6 | 0
COCCN(Cc1cc2cc(C)ccc2n2nnnc12)C(=S)Nc1ccc(C)cc1 | 0.9 | -0.1 | 3.7 | 0.9 | 0.9 | 57* | 2 | -7 | 10 | 0.1 | 2
O=C(C1=C[C@@H](c2ccc(C(F)(F)F)cc2)C[C@@H](OCCCCO)O1)N1CCOCC1 | 0.9 | 0.0 | -0.1 | 1 | 0.9 | -9 | 2 | -7 | 11 | 0.6 | 0
CC12COC3(C(=O)Nc4ccccc4)CC1CCC32C (stereo unspecified) | 0.9 | -0.2 | -0.9 | 1 | 1 | 4 | 9 | -19 | 5 | -0.5 | -18
NS(=O)(=O)c1ccc(NC(=O)COC(=O)c2ccc3c(c2)OCCO3)cc1 | 0.9 | -0.1 | 3.9 | 1 | 1 | -10 | 5 | -21 | 5 | -2.0 | -1
O=C(c1ccc(COc2c(F)c(F)c(F)c(F)c2F)o1)N1CCOCC1 | 0.8 | 0.2 | 1.6 | 0.9 | 0.9 | 43 | -5 | -9 | 18 | 0.2 | -8
CCn1c2ccccc2c2cc(N=C3SC(CC(=O)Nc4ccccc4OC)C(=O)N3C)ccc21 (stereo unspecified) | 0.8 | -0.1 | 4.7 | 0.8 | 0.8 | 1 | 0 | nt | 25 | -7.4 | -2

Compound profiles, from the list above.
Results for N#Cc1c(N)n(-c2ccc(O)cc2)c2nc3ccccc3nc12 : Diaphorase act: 0.9; Hsp70 act: -0.5; RAM network inh: 2.7; PMI act hi M6P: 0.9; PMI activator: 1; L major viab: -9; G6PDH CS: 6; S1P3 antag: -3; Diaphorase inh: 10; DTT redox prof: 0.6; TLR4 MyD88 comp: 0
Results for NS(=O)(=O)c1ccc(NC(=O)COC(=O)c2ccc3c(c2)OCCO3)cc1 : Diaphorase act: 0.9; Hsp70 act: -0.1; RAM network inh: 3.9; PMI act hi M6P: 1; PMI activator: 1; L major viab: -10; G6PDH CS: 5; S1P3 antag: -21; Diaphorase inh: 5; DTT redox prof: -2.0; TLR4 MyD88 comp: -1

From PubChem
